Compound activity (PubChem)
A3A deaminase: APOBEC3A ssDNA deaminase inhibitors, primary screen, selectivity assay for APOBEC3G inhibitor project, biochemical, FAM/TAMRA oligo cleavage fluorescence. DNA dC->dU-editing enzyme APOBEC-3A (Homo sapiens), P31941. recombinant A3A, FAM/TAMRA ssDNA deamination fluorescence. inhibition, % at 20 µM. 330,000 compounds, 0.41% hits;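 active = at least 40% inhibition at 20 µM here, with at most 30% in a related deaminase screen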;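 note: plate controls were A3A with DMSO for no effect and wells lacking A3A enzyme for full effect; some results filed as inactive read as strong as hits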
Target sequence (P31941 whole entry, looked up): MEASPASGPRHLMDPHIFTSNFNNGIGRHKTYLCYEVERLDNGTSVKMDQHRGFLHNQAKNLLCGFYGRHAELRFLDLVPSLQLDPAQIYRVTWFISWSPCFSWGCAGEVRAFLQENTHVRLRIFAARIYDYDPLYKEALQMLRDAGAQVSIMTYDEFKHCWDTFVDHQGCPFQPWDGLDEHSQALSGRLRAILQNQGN
beta cell repl: inducers of MIN6 beta-cell proliferation, primary screen, ATP luminescence, uHTS. MIN6 cells proliferation, ATPlite luminescence, 48 h; cells starved in 0.2% serum; 100% = growth in 10% serum. proliferation, % at 10 µM. 330,000 compounds, 0.29% hits;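 active = compounds whose signal lies at least 3.5 SD above the mean of all wells on their plate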;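 note: 0% = DMSO-treated cells in low-serum medium and 100% = 10% serum control; some compounds called inactive have numbers as strong as hits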
mIAP block: inhibitors of mouse IAP, primary screen, biochemical, luminescence, uHTS; intestinal alkaline phosphatase [Mus musculus]; 330,000 compounds, 0.2% hits; AID 2806, 2010; purified mouse IAP, CDP-Star luminescence, 30 min; inhibition, % at 10 µM;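 active = inhibition of at least 40% at 10 µM in the primary screen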;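 note: plate controls were DMSO with enzyme for no effect and no enzyme wells for full effect; values of inactives mirror those of a sister screen read the other way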
TIM10 inh: growth inhibitors of isogenic TIM10 control yeast, primary screen, counter-screen for tim10-1 yeast inhibitor project, luminescence, uHTS; S. cerevisiae TIM10 strain growth, BacTiter-Glo luminescence, 24 h; inhibition, % at 10 µM; 330,000 compounds, 1.4% hits;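 active = inhibition of 40% or more at the single tested concentration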;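 note: wild-type TIM10 isogenic control strain grown at permissive 25 °C; 0% = DMSO yeast wells and 100% = minimal medium wells without yeast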
APOBEC3G inh: APOBEC3G DNA deaminase inhibitors, primary screen, biochemical, fluorescence, single-stranded DNA substrate, uHTS. recombinant A3G, ssDNA deamination FAM/TAMRA fluorescence. inhibition, % at 20 µM. 330,000 compounds, 0.28% hits;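 active = inhibition of at least 40% at 20 µM, with no more than 30% in the related APOBEC3A deaminase screen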;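 note: plate controls were DMSO wells with A3G for no effect and wells lacking A3G enzyme for full effect; some compounds called inactive have numbers as strong as hits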
tim10-1 inh: growth inhibitors of tim10-1 mutant yeast, primary screen, luminescence, uHTS. inhibition, % at 20 µM. S. cerevisiae tim10-1 ts strain growth, BacTiter-Glo, 24 h. 330,000 compounds, 2.2% hits;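 active = inhibition of at least 40%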;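 note: mutant grown at 25 °C; 0% = DMSO wells with yeast and 100% = wells holding no yeast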
mIAP activ: activators of mouse IAP, primary screen, biochemical, luminescence, uHTS. activation factor at 10 µM. 330,000 compounds, 0.24% hits. AID 2805, 2010. muIAP, CDP-Star luminescence, 30 min; stronger effect = higher value; 1 = vehicle-only enzyme signal, 0 = enzyme-free wells;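 active = activation factor of at least 2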; note: the source names both 10 and 20 µM as test concentration; values of inactives mirror those of a sister screen read the other way
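System: Mouse IAP enzyme | Also added: CDP-Star substrate | Dosing: Compounds dispensed in DMSO | Schedule: 30 min enzyme-substrate-compound incubation at room temperature | Technique: Chemiluminescence readout | Control set: DMSO-only wells and no-enzyme negative control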
hIAP inh: human IAP inhibitors, primary screen, biochemical, luminescence, uHTS. AID 2544, 2010. purified IAP, CDP-Star luminescence, 30 min. inhibition, % at 10 µM. Intestinal-type alkaline phosphatase (Homo sapiens), P09923. 330,000 compounds, 0.12% hits;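 active = inhibition reaching a set limit with compound at 10 µM in the primary screen, cut at about 35% in these data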;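 note: plate controls were DMSO wells with enzyme for no effect and no-enzyme buffer wells for full effect; values of inactives mirror those of a sister screen read the other way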
Target sequence (P09923 whole entry, looked up): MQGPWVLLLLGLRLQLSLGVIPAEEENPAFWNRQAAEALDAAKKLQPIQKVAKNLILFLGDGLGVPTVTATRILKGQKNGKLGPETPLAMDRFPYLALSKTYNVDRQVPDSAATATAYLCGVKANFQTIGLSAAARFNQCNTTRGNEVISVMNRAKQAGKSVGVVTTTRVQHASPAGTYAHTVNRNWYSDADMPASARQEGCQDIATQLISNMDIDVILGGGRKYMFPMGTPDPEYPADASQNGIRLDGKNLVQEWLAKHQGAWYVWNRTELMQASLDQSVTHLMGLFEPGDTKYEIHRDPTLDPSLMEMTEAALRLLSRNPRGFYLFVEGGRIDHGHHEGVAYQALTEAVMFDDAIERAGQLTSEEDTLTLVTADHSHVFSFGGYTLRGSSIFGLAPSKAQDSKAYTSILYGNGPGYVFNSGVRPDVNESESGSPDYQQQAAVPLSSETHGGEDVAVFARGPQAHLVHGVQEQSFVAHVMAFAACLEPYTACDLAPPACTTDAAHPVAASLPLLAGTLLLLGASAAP
NLRP3 yeast inh: NALP3 inflammasome inhibitors in reconstituted yeast, primary screen, luminescence, uHTS | Yeast reconstituted NLRP3/ASC/caspase-1, beta-gal luminescence, 24 h | inhibition, % at 10 µM | 330,000 compounds, 0.39% hits;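 active = inhibition of 50% or more; inactive = inhibition below 50%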;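 note: plate controls were induced DMSO wells for no effect and uninduced yeast grown without galactose for full effect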
Active calls of the source: *; · = not tested or not shown.

Short keys: A = A3A deaminase; B = beta cell repl; C = mIAP block; D = TIM10 inh; E = APOBEC3G inh; F = tim10-1 inh; G = mIAP activ; H = hIAP inh; I = NLRP3 yeast inh
#1 COCC(=O)NNC(=S)Nc1cccc(C)c1C
  A = -3	B = 0	C = 6	D = -4	E = -11	F = -5	G = 0.94	H = -44	I = 8
#2 O=C(O)CCCCNCc1ccccc1
  A = 2	B = -2	C = 3	D = -3	E = 1	F = -11	G = 0.97	H = 3	I = 7
#3 CC(C)C12CN3CC(C(C)C)(CN(C1)C31C(=O)Nc3ccccc31)C2=O (stereo not given)
  A = -1	B = -3	C = 5	D = 13	E = -4	F = 16	G = 0.95	H = -12	I = 8
#4 O=C(CSc1nnc(Cc2ccccc2)o1)Nc1ccc(Br)cn1
  A = 1	B = -1	C = 9	D = -27	E = 1	F = 10	G = 0.91	H = -38	I = -3
#5 O=c1c2nncn2c2cc(C(F)(F)F)ccc2n1CCNc1ncc(C(F)(F)F)cc1Cl
  A = 6	B = -3	C = 0	D = 0	E = -2	F = -3	G = 1	H = 1	I = 8
#6 CC(C)(C)c1ccc(C2C(C#N)=C(N)Oc3n[nH]c(-c4cccnc4)c32)cc1 (stereo not given)
  A = -1	B = -3	C = -10	D = 5	E = 5	F = 13	G = 1.1	H = -22	I = 16
#7 CS(=O)(=O)N1CCN(C2C3CC4CC(C3)CC2C4)CC1 (stereo not given)
  A = -2	B = 3	C = -4	D = 2	E = -9	F = -6	G = 1	H = -9	I = 11
#8 Cc1cc(-c2nnc(CCC(=O)NC(C)(C)C34CC5CC(CC(C5)C3)C4)o2)no1
  A = 2	B = -2	C = -2	D = 14	E = 1	F = 38	G = 1	H = -40	I = 6
#9 CCOC(=O)CC1C(=O)NCCN1S(=O)(=O)c1ccc(OC)cc1 (stereo not given)
  A = -5	B = 2	C = -3	D = 7	E = 2	F = 6	G = 1	H = 0	I = 5
#10 CCOC(=O)n1c(=O)n(Cc2ccc(Cl)c(Cl)c2)c2ccccc21
  A = 1	B = -3	C = -2	D = 7	E = -2	F = 36	G = 1	H = -16	I = 8
#11 COc1ccc(NC(=S)NC(=O)/C=C/c2ccco2)cc1
  A = -6	B = -5	C = 21	D = 22	E = -6	F = 14	G = 0.79	H = 7	I = 25
#12 CCc1c(C(C)S(=O)(=O)c2ccc(C)cc2)[nH]c(=O)n1-c1ccc(OC(F)(F)F)cc1 (stereo not given)
  A = 3	B = 0	C = -8	D = 17	E = -1	F = 12	G = 1.1	H = -8	I = 8
#13 C#Cc1ccc([C@@H]2C=C(C(=O)N3CCOCC3)O[C@H](OCC)[C@H]2CCCO)cc1
  A = -3	B = 1	C = -4	D = 6	E = -3	F = 21	G = 1	H = -14	I = 2
#14 CC(C)(C)c1ccc(OCCCC(=O)N2CCOCC2)cc1
  A = -3	B = 1	C = 2	D = 14	E = -6	F = 18	G = 0.98	H = -2	I = 6
#15 Cc1ccc(S(=O)(=O)N(C)C)cc1-n1c(SCC(=O)Nc2ccc(F)cc2)nc2ccccc2c1=O
  A = 0	B = -2	C = -9	D = 13	E = -3	F = 17	G = 1.1	H = -16	I = 6
#16 COc1ccc(CN2CC(=O)N3[C@H]4c5ccc(OC)cc5OC[C@@H]4[C@H](c4ccccc4)[C@]3(C)C2=O)cc1
  A = 0	B = -6	C = 6	D = 12	E = -6	F = 16	G = 0.94	H = 9	I = 7
#17 N=C1c2ccccc2CN1NC(=O)c1cccc(S(=O)(=O)N2CCOCC2)c1
  A = -4	B = 2	C = -4	D = -2	E = -3	F = 6	G = 1	H = 14	I = 19
#18 COc1ccc(-c2oc3ccccc3c2C(=O)OCc2ccccc2)cc1
  A = 0	B = -6	C = 4	D = 1	E = -13	F = -1	G = 0.96	H = 5	I = 18
#19 CCOC(=O)C(C(C)=O)=C1SC2CS(=O)(=O)CC2S1 (stereo not given)
  A = 0	B = -2	C = -16	D = -5	E = -8	F = -8	G = 1.2	H = -16	I = 5
#20 Cc1ccc(/C(O)=C2\C(=O)C(=O)N(C)C2c2ccc([N+](=O)[O-])cc2)cc1 (stereo not given)
  A = 5	B = -1	C = -8	D = -10	E = -1	F = 11	G = 1.1	H = 16	I = 19
#21 CCCn1c(NC(=O)c2ccc(Cl)c(S(=O)(=O)N3CCCC3)c2)nc2ccccc21
  A = 0	B = -3	C = -4	D = 32	E = 2	F = 44*	G = 1	H = -3	I = -7
#22 COc1ccccc1CNCCS(=O)(=O)NN1CCOCC1
  A = 3	B = ·	C = -10	D = -8	E = -7	F = 6	G = 1.1	H = ·	I = ·
#23 CCOc1ccc(NS(=O)(=O)c2ccc(C(=O)NCC3(N(C)C)CCCCC3)cc2)cc1
  A = -3	B = -4	C = -10	D = 4	E = -4	F = 5	G = 1.1	H = 8	I = 0
#24 Cc1ccc(-c2nnc(SCC(=O)Nc3ccc(S(=O)(=O)N4CCCCCC4)cc3)o2)cc1
  A = 2	B = -2	C = 8	D = 2	E = -4	F = 8	G = 0.92	H = 4	I = 9
#25 Cc1ccc(C(C)C)c(OCC(=O)N/N=C2\CC(=O)CC(C)(C)C2)c1
  A = -4	B = -4	C = 1	D = 11	E = -11	F = -11	G = 0.99	H = -6	I = 21

3 entries from above, bar-delimited.
nr | Molecule | A3A deaminase | beta cell repl | mIAP block | TIM10 inh | APOBEC3G inh | tim10-1 inh | mIAP activ | hIAP inh | NLRP3 yeast inh
4 | O=C(CSc1nnc(Cc2ccccc2)o1)Nc1ccc(Br)cn1 | 1 | -1 | 9 | -27 | 1 | 10 | 0.91 | -38 | -3
5 | O=c1c2nncn2c2cc(C(F)(F)F)ccc2n1CCNc1ncc(C(F)(F)F)cc1Cl | 6 | -3 | 0 | 0 | -2 | -3 | 1 | 1 | 8
6 | CC(C)(C)c1ccc(C2C(C#N)=C(N)Oc3n[nH]c(-c4cccnc4)c32)cc1 (stereo not given) | -1 | -3 | -10 | 5 | 5 | 13 | 1.1 | -22 | 16

More compounds follow.
Short keys: A = A3A deaminase; B = beta cell repl; C = mIAP block; D = TIM10 inh; E = APOBEC3G inh; F = tim10-1 inh; G = mIAP activ; H = hIAP inh; I = NLRP3 yeast inh
#26 O=C1OC(CC(=O)N(Cc2nnc(-c3ccc(Cl)cc3)o2)C2CC2)c2ccccc21 (stereo not given)
  A = -3	B = -1	C = 12	D = -14	E = -7	F = -9	G = 0.88	H = -9	I = 9
#27 CC(=O)OC(C)C[N+](C)(C)C (stereo not given)
  A = -3	B = 3	C = 4	D = 5	E = -8	F = 9	G = 0.96	H = -5	I = 2
#28 COc1ccc(OCCOc2ccccc2[N+](=O)[O-])cc1
  A = 2	B = 0	C = 2	D = 18	E = -3	F = 14	G = 0.98	H = -12	I = 31
#29 Cc1ccc(N2C(=O)N(CC(=O)Nc3cc(C)cc(C)c3)C(=O)C2C)cc1 (stereo not given)
  A = -1	B = -2	C = 0	D = 7	E = -6	F = -4	G = 1	H = -9	I = 4
#30 COc1ccccc1NS(=O)(=O)c1ccc(C(=O)NCc2ccco2)cc1
  A = -2	B = -1	C = -3	D = -2	E = -2	F = -14	G = 1	H = 8	I = -1
#31 N#CCCN(Cc1cccnc1)C(=S)NC(=O)C1CC1
  A = -3	B = -2	C = 25	D = -11	E = -7	F = -14	G = 0.75	H = 5	I = 13
#32 COc1ccc(N(C(=O)c2cccnc2)S(=O)(=O)c2cccs2)cc1
  A = 0	B = -1	C = 10	D = 15	E = -4	F = 13	G = 0.91	H = -5	I = 21
#33 Fc1cc(F)cc(-c2oncc2-c2nnnn2-c2ccccc2)c1
  A = 3	B = -1	C = -8	D = 12	E = 1	F = 32	G = 1.1	H = 1	I = 1
#34 Cc1cccc(-c2noc(CN(C(=O)C(c3ccccc3)c3ccccc3)C(C)C)n2)c1
  A = 1	B = -3	C = 1	D = 6	E = -1	F = 24	G = 0.99	H = 0	I = 2
#35 CCOC(=O)Nc1cc2c(C)cc(=O)oc2cc1C
  A = 2	B = -2	C = -8	D = 2	E = -1	F = 14	G = 1.1	H = -11	I = -9
#36 O=P(c1ccccc1)(c1ccccc1)C(c1ccco1)N1CCOCC1 (stereo not given)
  A = 2	B = 0	C = -4	D = -4	E = 0	F = 26	G = 1	H = 11	I = 16
#37 O=C(Cn1nnc(-c2ccc3c(c2)OCO3)n1)N1CCOCC1
  A = 0	B = -1	C = -12	D = -1	E = -6	F = -19	G = 1.1	H = 1	I = 10
#38 COc1ccccc1N1CCN(S(=O)(=O)c2ccccc2F)CC1
  A = -1	B = 0	C = 8	D = 21	E = -7	F = 27	G = 0.92	H = 11	I = 24
#39 CN(CCNC(=O)CN1CCN(Cc2ccccc2Cl)C1=O)Cc1ccccc1
  A = -1	B = -1	C = -8	D = -4	E = -4	F = 5	G = 1.1	H = -18	I = 7
#40 O=C1CCCC(=O)N1c1ccc(Oc2ccc(Cl)cc2)cc1
  A = 4	B = 0	C = 5	D = 5	E = -5	F = 8	G = 0.95	H = 11	I = 16
#41 O=C(O)c1nc(NCc2ccccc2)ncc1Cl
  A = 3	B = -1	C = -6	D = -3	E = -5	F = 16	G = 1.1	H = -24	I = -3
#42 COc1ccccc1C(=O)NC(=O)COC(=O)c1ccc(Br)o1
  A = -3	B = -3	C = 4	D = -2	E = -8	F = 4	G = 0.96	H = -13	I = 17
#43 CCOC(=O)C1CCN(C(=O)c2cc3c(-c4ccc(OC)c(OC)c4)nn(C)c3s2)CC1
  A = -6	B = 12*	C = 5	D = 17	E = -8	F = 28	G = 0.95	H = 12	I = 7
#44 CN(C)CCCN(C(=O)c1ccc2c(c1)CCCC2)c1nc2c(F)cccc2s1
  A = 2	B = 0	C = 2	D = 17	E = -5	F = 25	G = 0.98	H = 1	I = 38
#45 Cc1[nH]n2c(=O)cc(C(C)C)nc2c1-c1ccccc1
  A = -3	B = -2	C = 11	D = -3	E = -7	F = 7	G = 0.89	H = -6	I = 5
#46 COc1ccc(CNCCC(c2ccc(OC(C)C)cc2)c2ccccc2OC)cc1 (stereo not given)
  A = -2	B = -6	C = 6	D = 24	E = -1	F = 2	G = 0.94	H = 14	I = 20
#47 COc1ccc(-c2cc3ccccc3[nH]2)cc1
  A = -3	B = -1	C = -2	D = -3	E = -7	F = 7	G = 1	H = 10	I = 14
#48 Cc1oc2c(C)c3oc(=O)c(CCC(=O)NCCCCCC(=O)O)c(C)c3cc2c1C
  A = 1	B = -2	C = -5	D = 13	E = -1	F = 18	G = 1	H = 0	I = 8
